# Tau fluor cs = counter-screen for tau fibril formation inhibitors. Potency, µM (series often up to 57.7 µM), for inactives: at the top dose activity change, negative = decrease. 0.93% of 280,000 active. tau K18 P301L (four-repeat tau fragment) Alexa594 fluorescence, heparin fibrillization; further: on the % scale 0 is the no-effect control and ±100 the full control effect; nearly all actives have a fitted effect of over 55% in size
#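 Human K18 P301L tau (15 uM unlabeled plus 0.24 uM Alexa 594-labeled, final) in 100 mM sodium acetate pH 7 was mixed with compound and 20 uM heparin and incubated 6 hr at 37 C.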
# Epigenetic derep = derepresses silenced GFP reporter in murine cells; murine LDR cells, GFP reporter derepression, 30 h; Potency, µM (highest dose often 53.9 µM), for the others: at the highest dose GFP activation, usual class: activators; 0.2% of 280,000 active; AID 1865; further: % of control where 0% means no effect; nearly all actives have a fitted effect of over 60% in size
#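 GFP-positive cell count by laser-scanning cytometry (objects 20–120 um) after 30 h, 37 C compound exposure of murine LDR cells; reporter is CMV-GFP integrated at a silenced locus, inducible by HDAC or DNMT inhibitors.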
# GAA inhib = blocks human lysosomal alpha-glucosidase | P10253 | Potency, µM (highest dose often 76.9 µM), inactives show at the highest dose activity change, negative = inhibition, most hits filed as inhibitors | 0.005% of 200,000 active | purified human GAA, 4-MU-alpha-glucoside fluorescence;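 further: plate controls were uninhibited enzyme wells for no effect and no-enzyme background for full effect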
#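 Read-out is 4-methylumbelliferone fluorescence (Ex 365/Em 440 nm) after NaOH/glycine stop at pH 10. Enzyme 4 nM, substrate 400 uM, pH 5.0 citrate buffer, 20 min room temperature; AC50 from Hill-equation concentration-response.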
# aGal spleen mod = alpha-galactosidase A (human) modulation; human spleen homogenate, 4MU-alpha-Gal fluorescence, 40 min; P06280; Potency, µM (top dose mostly 80 µM), inactives show at the highest dose activity change, negative = inhibition, usual class: inhibitors; 0.008% of 240,000 active;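 further: 0% = enzyme with vehicle and -100% = no enzyme basal signal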
# Target sequence (P06280 32-429 limits assumed): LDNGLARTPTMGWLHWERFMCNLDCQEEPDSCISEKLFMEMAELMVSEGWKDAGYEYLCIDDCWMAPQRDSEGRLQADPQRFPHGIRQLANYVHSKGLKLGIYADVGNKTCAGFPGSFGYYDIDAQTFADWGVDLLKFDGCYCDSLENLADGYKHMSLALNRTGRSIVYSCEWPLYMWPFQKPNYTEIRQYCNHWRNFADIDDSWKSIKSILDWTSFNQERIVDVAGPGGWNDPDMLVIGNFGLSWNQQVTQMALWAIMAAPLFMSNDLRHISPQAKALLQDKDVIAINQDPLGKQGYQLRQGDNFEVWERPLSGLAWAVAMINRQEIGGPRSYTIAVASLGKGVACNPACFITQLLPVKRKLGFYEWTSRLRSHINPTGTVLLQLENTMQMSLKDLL
#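 Spleen homogenate 1 ug + cpd (titration) + 4-MU-alpha-D-galactopyranoside 1 mM; 37C 40 min; 50 mM citrate/phosphate pH 5.0, 0.01% Tween-20; stop pH 10; fluorescence 365/440; AC50 via Hill.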
# NPSR antagonist = neuropeptide S receptor (human) antagonism, cAMP; Q6W5P4; CHO-NPSR cells, cAMP TR-FRET, antagonist mode; Potency, µM (series often up to 38.3 µM), inactives show at the highest dose activity change, negative = inhibition, most hits filed as inhibitors; 1% of 220,000 active; AID 1461; further: on the % scale 0 is the no-effect control and ±100 the full control effect; nearly all actives have a fitted effect of over 50% in size; many of its hits are not listed in these tables
# Target sequence (Q6W5P4 whole entry, looked up): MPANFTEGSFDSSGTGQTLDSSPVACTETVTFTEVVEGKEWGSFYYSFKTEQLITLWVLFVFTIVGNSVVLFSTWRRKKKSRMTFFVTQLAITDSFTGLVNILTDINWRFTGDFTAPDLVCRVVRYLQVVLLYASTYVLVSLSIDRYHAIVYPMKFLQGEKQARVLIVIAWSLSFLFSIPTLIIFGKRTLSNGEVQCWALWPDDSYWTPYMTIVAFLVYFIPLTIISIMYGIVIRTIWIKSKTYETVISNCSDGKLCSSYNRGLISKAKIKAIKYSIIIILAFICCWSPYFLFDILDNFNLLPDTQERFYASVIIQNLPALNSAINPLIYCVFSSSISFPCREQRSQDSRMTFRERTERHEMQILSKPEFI
# GAA spleen mod = lysosomal alpha-glucosidase (human) modulation; 0.006% of 240,000 active; human spleen homogenate, 4-MU-alpha-glucoside fluorescence; AID 2112; P10253; Potency, µM (doses to about 79.9 µM), inactives show at the top dose activity change, negative = inhibition, most hits filed as inhibitors;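 further: 0% = enzyme with vehicle and -100% = no enzyme basal signal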
#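 Enzyme source: human spleen homogenate, 1 ug/well. Buffer 50 mM citric acid/K phosphate pH 5.0, 0.01% Tween-20. 4-MU-alpha-glucoside 1 mM; 37 C x 40 min; NaOH/glycine stop; fluorescence.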
# ALDH1A1 inh = ALDH1A1 (human) enzyme inhibition | P00352 | Purified ALDH1A1, NADH fluorescence, propionaldehyde substrate | Potency, µM (top dose mostly 75.3 µM), for inactives: at the top dose activity, negative = inhibition, actives largely listed as inhibitors | 7.3% of 220,000 active; active means well fitted inhibition curve with a large enough effect, not every such curve was filed as active; inconclusive means small, poorly fitted or top-dose-only effect, or another doubt; inactive means no such curve, though single readings can be large or run the other way;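 further: plate controls were no enzyme wells and a reference inhibitor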
# GAA glycogen = inhibitors or activators of human alpha-glucosidase glycogen cleavage; P10253; recombinant GAA, glycogen substrate, Amplex Red glucose oxidase fluorescence; Potency, µM (doses to about 76.4 µM), for inactives: at the top dose activity change, negative = inhibition, hits mostly inhibitors; 0.38% of 300,000 active;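 further: 0% = full enzyme reaction and -100% = no-enzyme basal signal; the screen sought inhibitors and activators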
#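 qHTS, 1536-well; enzyme 4 nM final; cpd up to 77 uM; substrate bovine liver glycogen 30 ug; 50 mM citrate/phosphate pH 5.0, 0.01% Tween-20; 37 C, 40 min; Amplex Red detection 45 min RT; Hill fit → AC50.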
# Numbers without * were called inactive; ? = inconclusive; . = no result given; & = joins results of further samples; [ ] = dose if it differs, or a comment. Unless noted, the call rests on the fitted dose curve; in most records, active means well fitted curve in the direction sought with a large enough effect; inconclusive means small, poorly fitted or top-dose-only effect, or another doubt; inactive means no such curve, though single readings can be large; an effect the other way counts as inactive or inconclusive. Potency means the concentration at half of the fitted maximal effect. Only part of the results is shown (hit frequency here may not be typical).
1: CCN(C(=O)COc1ncnc2scc(-c3ccc(F)cc3)c12)C1CCS(=O)(=O)C1 (configuration not stated)
2: CN1CCN(Cc2nc3c(c(=O)n(C)c(=O)n3C)n2CCCc2ccccc2)CC1
3: Cc1cc(C)c2[nH]c(=O)c(CN(CC3CCCO3)S(=O)(=O)c3ccc4c(c3)OCCO4)cc2c1 (configuration not stated)
4: Cc1cc(=O)[nH]c(SC/C=C/c2ccccc2)n1
5: Cc1ccc2cc(CCNC(=O)C3CCCC3)c(=O)[nH]c2c1
6: CCCCOc1ccc(Cc2cnc(N)nc2N)cc1
compound no.	1	2	3	4	5	6
Tau fluor cs	-9.4%	-0.7%	-16.7%	4.9%	4.2%	-3.8%
Epigenetic derep	1.0%	-2.0%	-2.4%	0.0%	0.0%	-1.8%
GAA inhib	?	-2.2%	-5.3%	-8.7%	-7.1%	.
aGal spleen mod	-4.2%	2.4%	6.6%	5.5%	14.0%	8.2%
NPSR antagonist	-3.7%[46.1 µM]	-4.6%[46.1 µM]	-26.2%[46.1 µM]	12.2%[46.1 µM]	-8.2%[46.1 µM]	-8.7%
GAA spleen mod	0.9%	-4.0%	-1.2%	-4.4%	-6.0%	0.1%
ALDH1A1 inh	?	5.62µM*	?	-8.2%	-4.2%	.
GAA glycogen	8.2%	-8.4%	-4.0%	2.8%	-2.0%	2.7%

7: CC(C)CC(NC(=O)c1ccc(Cl)cc1)C(=O)OCc1cc([N+](=O)[O-])cc2c1OCOC2 (configuration not stated)
8: COc1ccc(CCNC(=O)CS(=O)Cc2nc(-c3cccs3)oc2C)cc1OC (configuration not stated)
9: CC(=O)N(C)c1ccc(OCC(O)COc2ccc(N(C)C(C)=O)cc2)cc1
10: COc1cc([C@H](Cc2ccccc2)NC(C)=O)oc(=O)c1
11: C#CCNC(=O)C1=C[C@@H](c2ccc(C(F)(F)F)cc2)[C@H](CCCO)[C@@H](OCC)O1
12: CC(CO)Nc1nc(SCc2ccccc2)nc2sc3c(c12)CCC3 (configuration not stated)
compound no.	7	8	9	10	11	12
Tau fluor cs	-20.4%	-9.5%	5.8%	-8.4%	4.6%	?
Epigenetic derep	0.0%	1.8%	-2.1%	1.9%	0.0%	-1.4%
GAA inhib	-10.5%	1.7%	-9.3%	.	.	-5.9%
aGal spleen mod	-0.4%	-3.8%	-11.5%	-3.8%	0.7%	-3.4%
NPSR antagonist	-16.3%	-14.1%[46.1 µM]	1.8%[46.1 µM]	-6.1%	-2.9%	-24.2%[46.1 µM]
GAA spleen mod	1.1%	-12.2%	-20.3%	-4.5%	-2.0%	-1.8%
ALDH1A1 inh	?	-10.9%	3.1%	-3.0%	6.8%	?
GAA glycogen	-7.7%	-5.7%	1.5%	-3.1%	-3.0%	-16.0%

13: O=c1oc2ccccc2c(O)c1/C=N/c1ncccn1
14: Cc1noc(NS(=O)(=O)c2ccc(NC(=O)CSc3nc4ccccc4[nH]3)cc2)c1C
15: CCCc1[nH]nc2c1C(c1c(C)nn(-c3ccccc3)c1Cl)C(C#N)=C(N)O2 (configuration not stated)
16: C#CCOC(=O)C[N+](C)(C)CC=C
17: O=C(Cn1nc(C(F)(F)F)c2c1CCCC2)NC1CCCC1
18: CC(C)=CCC/C(C)=C/CO/N=C1/C[C@@H](O)[C@@H](O)[C@@H]2[C@@H]3C(=O)N(Cc4ccccc4)C(=O)[C@H]3CC[C@@H]12
compound no.	13	14	15	16	17	18
Tau fluor cs	-18.8%	1.8%	-21.3%	-15.5%	-9.6%	-10.4%[11.6 µM]
Epigenetic derep	-1.6%	-1.1%	0.0%	1.6%	2.5%	0.0%[10.1 µM]
GAA inhib	0.3%	7.6%	-0.9%	-8.1%	6.8%	.
aGal spleen mod	12.5%	-5.1%	-0.1%	7.1%	14.0%	-4.8%[17.5 µM]
NPSR antagonist	-0.7%[46.1 µM]	-10.8%[46.1 µM]	-23.0%[46.1 µM]	-16.6%	-10.3%[46.1 µM]	.
GAA spleen mod	8.2%	16.7%	-1.4%	-0.2%	14.9%	-3.0%[17.4 µM]
ALDH1A1 inh	?	?	-8.0%	1.5%	0.4%	5.3%[13.5 µM]
GAA glycogen	-8.6%	-3.4%	-4.2%	8.9%	9.7%	.

19: COC(=O)c1ccc(N2CCS(=O)(=O)CC2)cc1
20: CCOc1ccc(NC(=O)c2ccc(NC(=S)NC3CC3)cc2)cc1
21: COc1ccc(C(=O)Nc2nc(C)cs2)cc1S(=O)(=O)N1CCCC1
22: CC(C)CN1C(=O)C(=O)N(CC(=O)NCc2ccc3c(c2)OCO3)C1=O
23: Cc1ccc(C(=O)NCC(=O)Nc2ccc(C)c(S(=O)(=O)Nc3ccc(Cl)cc3)c2)s1
24: O=C(Nc1ccc(Cl)c(Cl)c1)N(CCCN1CCOCC1)Cc1cccs1
compound no.	19	20	21	22	23	24
Tau fluor cs	0.0%	-6.0%	-2.1%	-15.3%	1.0%	-22.3%
Epigenetic derep	-1.4%	-0.6%	-3.0%	-2.0%	2.3%	-4.2%
GAA inhib	-2.4%	2.5%	4.2%	-11.8%	13.2%	-4.9%
aGal spleen mod	5.8%	-4.9%	-5.4%	-2.6%	2.3%	5.8%
NPSR antagonist	7.5%	4.3%	2.6%	-5.9%[46.1 µM]	-38.7%	-16.1%[46.1 µM]
GAA spleen mod	3.3%	-11.2%	-0.2%	-2.7%	3.2%	3.9%
ALDH1A1 inh	?	2.5%	?	?	2.8%	-6.7%
GAA glycogen	3.1%	20.2%	1.3%	-5.8%	9.6%	4.0%

25: O=C1c2cccc(O)c2C(=O)c2c(O)cccc21
26: Cn1nnnc1SCC(=O)NNC(=O)c1ccc(Br)cc1
27: CNC(=S)NNC(=O)c1cccn(Cc2ccc(Cl)cc2Cl)c1=O
28: Cc1ccc(S(=O)(=O)NNC(=O)c2sc(=S)n(C)c2C)cc1
29: COc1ccc2oc(=O)c(C(=O)Nc3cccc(C)c3)cc2c1
30: Cc1ccccc1N1CCN(Cc2nc(Cc3ccccc3F)no2)CC1
compound no.	25	26	27	28	29	30
Tau fluor cs	?	7.1%	-12.9%	-7.9%	-15.7%	-16.1%
Epigenetic derep	1.0%&1.6%	-0.4%	-0.9%	?	0.0%	0.0%
GAA inhib	0.3%[15.4 µM]	-3.4%	-1.0%	-5.4%	3.4%	.
aGal spleen mod	-5.8%&-4.5%&17.0%	-8.9%	5.9%	-3.3%	10.4%	-25.5%
NPSR antagonist	5.3%	6.2%	-1.8%[46.1 µM]	1.0%[46.1 µM]	8.1%	?
GAA spleen mod	-3.0%&-5.5%&-1.2%	-5.0%	-1.9%	-1.8%	5.5%	3.7%
ALDH1A1 inh	?	10.7%	-15.3%	?	0.1%	.
GAA glycogen	-1.6%	6.8%	-10.1%	?	1.5%	-4.0%

31: O=C(O)c1ccccc1C(=O)Nc1ccc(Oc2ccccc2)cc1
32: Cc1ccc(SC(C)C(=O)NCCC2=CCCCC2)cc1 (configuration not stated)
33: O=C(Cn1nc(C(=O)O)c2ccccc2c1=O)c1cc(F)ccc1F
34: O=C(O)C(Cc1c[nH]c2ccccc12)NS(=O)(=O)c1cccc2nsnc12 (configuration not stated)
35: CCc1cccc(NC(=S)N(CCOC)C(C)c2ccco2)c1 (configuration not stated)
36: O=C1C=C(c2ccc(Cl)cc2)OC2(CCCC2)O1
compound no.	31	32	33	34	35	36
Tau fluor cs	-9.2%	-7.3%	-13.0%	7.0%	9.4%	-8.6%
Epigenetic derep	0.0%	2.1%	-2.4%	0.0%	-3.4%	-2.3%
GAA inhib	-5.8%	-2.3%	.	2.3%	.	-6.8%
aGal spleen mod	-5.1%	4.0%	2.7%	-6.0%	2.6%	15.3%
NPSR antagonist	-6.3%	3.2%[46.1 µM]	-27.5%	-23.8%[46.1 µM]	-56.9%	8.1%[46.1 µM]
GAA spleen mod	1.7%	4.1%	2.0%	-5.7%	1.2%	-2.1%
ALDH1A1 inh	4.0%	-5.8%	.	-6.4%	.	?
GAA glycogen	-0.1%	-6.1%	3.4%	20.9%	-7.5%	6.4%

37: O=C1c2ccccc2NC2(CCCC2)N1NS(=O)(=O)c1ccccc1
38: Cc1cccc(-n2c(C)cc(C(=O)NC3CCCCC3)c2C)c1
39: O=C(CSc1nc(-c2ccco2)cc(C(F)(F)F)n1)NCCCn1ccnc1
40: NC1=NC[C@@H](Cc2ccc(O)cc2)N1CCc1cccc2ccccc12
41: CCCCCOc1ccc(/C=C/C(=O)NCCc2nc3ccccc3[nH]2)cc1OC
42: NC(=O)C1CCN(C(=O)/C=C/c2cccc(Br)c2)CC1
compound no.	37	38	39	40	41	42
Tau fluor cs	-16.7%	-0.1%	6.3%	8.4%	2.9%	-14.3%
Epigenetic derep	2.0%	-1.0%	-0.8%	-1.6%	-0.9%	-0.4%
GAA inhib	-1.3%	5.8%	3.2%	.	7.8%	.
aGal spleen mod	-1.7%	3.0%	1.9%	1.7%	-6.3%	10.9%
NPSR antagonist	12.3%	-47.8%	-7.2%[46.1 µM]	-19.6%	-12.9%	7.4%[7.67 µM]
GAA spleen mod	-1.9%	1.0%	-0.6%	-9.7%	-9.8%	-0.1%
ALDH1A1 inh	?	0.7%	?	.	5.6%	.
GAA glycogen	2.8%	10.0%	-3.5%	3.6%	4.2%	2.7%

# ALDH1A1 inh: what is marked active above.
entry	smiles	Epigenetic derep	GAA inhib	aGal spleen mod	NPSR antagonist	GAA spleen mod	ALDH1A1 inh	GAA glycogen
2	CN1CCN(Cc2nc3c(c(=O)n(C)c(=O)n3C)n2CCCc2ccccc2)CC1	-2.0%	-2.2%	2.4%	-4.6%[46.1 µM]	-4.0%	5.62µM*	-8.4%

# More compounds follow:
43: COc1ccc(-c2noc(CSc3nnc(-c4ccccc4)n3C)n2)cc1
44: COc1ccc(NC(=O)c2cccn(CC=C(C)C)c2=O)cc1
45: CCc1ccc(CCC(=O)Nc2nccs2)o1
46: COCCCN(C(=O)Nc1cccc(Cl)c1)C(C)c1ccccn1 (configuration not stated)
compound no.	43	44	45	46
Tau fluor cs	-9.7%&-13.9%	-7.7%	-5.4%	-9.1%
Epigenetic derep	1.9%&0.0%	-0.4%	3.0%	0.0%
GAA inhib	-0.9%	-1.7%	-4.6%	-5.8%
aGal spleen mod	11.6%	1.3%	1.9%	1.4%
NPSR antagonist	-9.9%[46.1 µM]	-11.0%	-10.6%[46.1 µM]	-4.4%[46.1 µM]
GAA spleen mod	7.3%	1.7%	-4.6%	0.5%
ALDH1A1 inh	6.4%	?	17.8µM*	-0.3%
GAA glycogen	-13.9%[76.3 µM]	2.9%	-6.4%	1.3%

# Assay outcomes from PubChem.
